# MITF inh: inhibitors of human MITF. AlphaScreen MITF homodimerization, bead proximity signal. inhibition, % at 2.6 µM. hit rate 0.91% among 650,000. AID 1259374; in the data active = inhibition above about 50%;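 also: 0% = vehicle wells with protein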
# Target sequence (O75030 whole entry, looked up): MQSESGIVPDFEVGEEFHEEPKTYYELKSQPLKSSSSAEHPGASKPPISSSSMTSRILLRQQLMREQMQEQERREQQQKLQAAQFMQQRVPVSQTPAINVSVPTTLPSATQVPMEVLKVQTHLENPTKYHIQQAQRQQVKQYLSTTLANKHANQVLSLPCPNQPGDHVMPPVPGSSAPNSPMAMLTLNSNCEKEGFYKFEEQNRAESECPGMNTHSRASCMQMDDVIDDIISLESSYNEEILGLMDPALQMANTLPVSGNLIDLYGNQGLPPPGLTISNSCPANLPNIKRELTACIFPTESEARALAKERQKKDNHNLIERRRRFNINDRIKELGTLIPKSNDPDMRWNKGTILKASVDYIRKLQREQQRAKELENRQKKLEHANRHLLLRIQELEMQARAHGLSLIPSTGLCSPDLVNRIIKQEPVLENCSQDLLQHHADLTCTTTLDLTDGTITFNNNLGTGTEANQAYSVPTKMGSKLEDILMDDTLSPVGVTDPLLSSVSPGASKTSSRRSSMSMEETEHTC
# TEAD-YAP inh: TEAD-YAP interaction inhibition | HEK-TIYL cells, TEAD-Gal4/YAP UAS-luciferase luminescence | inhibition, % at 9.12 µM | AID 1259422 | hit rate 1.4% among 640,000; in the data active = inhibition above about 32%;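 also: 0% = median of test compound wells and 100% = reference inhibitor wells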
# FBW7 activator: human FBW7 E3 ligase activation, primary screen; AlphaScreen FBW7–phospho-cyclin E peptide binding, activator screen; normalized activity (activation), % at 26.1 µM; hit rate 0.13% among 650,000; AID 1259310; in the data active = normalized activity above about 1.9%;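 also: purified mutant Fbw7 with reduced substrate affinity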
# GPR151 ag: activates the human receptor GPR151; activation, % at 11.2 µM; hit rate 1% among 650,000; Q8TDV0; PathHunter beta-arrestin GPR151 cells, luminescence; in the data active = activation above about 4.9%;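 also: 0% = median of compound wells and 100% = cells with positive control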
# Target sequence (Q8TDV0 whole entry, looked up): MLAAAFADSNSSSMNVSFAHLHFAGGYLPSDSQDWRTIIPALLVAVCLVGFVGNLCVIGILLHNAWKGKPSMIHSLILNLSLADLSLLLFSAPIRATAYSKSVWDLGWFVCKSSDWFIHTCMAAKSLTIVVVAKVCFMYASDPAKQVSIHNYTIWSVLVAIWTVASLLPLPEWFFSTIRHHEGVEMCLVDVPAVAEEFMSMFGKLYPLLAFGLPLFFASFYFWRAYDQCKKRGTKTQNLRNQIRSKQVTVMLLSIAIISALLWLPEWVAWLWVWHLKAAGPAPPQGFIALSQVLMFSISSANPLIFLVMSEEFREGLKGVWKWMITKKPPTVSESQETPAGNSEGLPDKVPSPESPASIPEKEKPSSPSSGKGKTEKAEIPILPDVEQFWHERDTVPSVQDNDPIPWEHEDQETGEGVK
# * marks the source's active call; other numbers are inactive results. Rows are unselected; overall some 3.4% were active at least once.
SMILES	MITF inh	GPR151 ag	FBW7 activator	TEAD-YAP inh
COc1ccc(/C=C2\C=C(c3ccccc3)N(c3cccc(Br)c3)C2=O)cc1Br	-4	-0.1	0.1	-3
CCc1ccc(C2C(C(=O)OCCOC)=C(C)NC3=C2C(=O)CCC3)cc1 (stereo unspecified)	-6	0.3	0.4	6
COc1cccc(Nc2cc(N3CCN(Cc4cc(Cl)ccc4OC)CC3)c3noc4c3c2C(=O)c2ccccc2-4)c1	6	-0.6	-0.3	-3
COc1ccc(-c2nc(NCc3cccc(C(F)(F)F)c3)nc(OC)n2)cc1	-16	1.2	0.0	4
CSc1cccc(C(=O)Nc2nc3ccc(C)cc3s2)c1	14	-2.3	0.1	-48
Cc1c(C(=O)Nc2ccc(C(F)(F)F)cc2)sc2ncn(CC(=O)N3CC(C)CC(C)C3)c(=O)c12 (stereo unspecified)	-6	1.2	0.1	2
Clc1ccc(-c2nnc(Nc3ccc4c(c3)OCO4)c3ccccc23)cc1	5	-1.8	-0.1	-8
CC(=O)N(C)C1=C(N2CCCCC2)C(=O)c2ccccc2C1=O	0	-1.5	0.3	91*
CCOc1ccc2[nH]c(=O)c(CN(Cc3ccc(F)cc3)C(=O)N3CCOCC3)cc2c1	1	0.0	0.0	-8
CN(C)C(=O)c1nc2ccc(Cl)cn2c1CN1CCC(C(O)c2ccccc2)CC1 (stereo unspecified)	-7	-1.5	0.1	0
C=CCNCCC1CCC(=O)N1CC1COc2ccccc2O1 (stereo unspecified)	3	-0.5	-0.1	-2
C=CCc1ccc(OCCNCc2ccco2)c(OC)c1	39	-2.3	-0.2	-53
COc1ccc2c(c1)CC(c1nc(Nc3cncnc3)c3ccccc3n1)CO2 (stereo unspecified)	23	-0.7	0.2	5
CC(C)c1csc(CN2CCC(n3nccc3NC(=O)Cc3ccccc3)CC2)n1	4	-0.3	0.0	4
CCCCC1CCC(Cc2ccc(C(=O)O)cc2)CC1 (stereo unspecified)	9	1.0	0.1	4
CCOC(=O)c1sc(N)c(C#N)c1COC(=O)CNC(=O)c1ccc(C(C)(C)C)cc1	2	-0.4	0.0	-11

# Some of the entries so far, field by field.
Molecule: CCOc1ccc2[nH]c(=O)c(CN(Cc3ccc(F)cc3)C(=O)N3CCOCC3)cc2c1
  MITF inh = 1; GPR151 ag = 0.0; FBW7 activator = 0.0; TEAD-YAP inh = -8

Molecule: CN(C)C(=O)c1nc2ccc(Cl)cn2c1CN1CCC(C(O)c2ccccc2)CC1 (stereo unspecified)
  MITF inh = -7; GPR151 ag = -1.5; FBW7 activator = 0.1; TEAD-YAP inh = 0

Molecule: C=CCNCCC1CCC(=O)N1CC1COc2ccccc2O1 (stereo unspecified)
  MITF inh = 3; GPR151 ag = -0.5; FBW7 activator = -0.1; TEAD-YAP inh = -2

Molecule: C=CCc1ccc(OCCNCc2ccco2)c(OC)c1
  MITF inh = 39; GPR151 ag = -2.3; FBW7 activator = -0.2; TEAD-YAP inh = -53

# Later entries:
SMILES	MITF inh	GPR151 ag	FBW7 activator	TEAD-YAP inh
Cc1cc(Br)cc(Cl)c1OCCCNCCN(C)C	-22	0.8	0.6	-4
O=C(c1cccnc1)N1CCC(Oc2ccc(C(=O)N3CCC[C@H]3CO)cc2)CC1	13	-1.1	0.1	4
C/C(=N\Nc1cc(-n2cc(C)cn2)ncn1)c1cccc([N+](=O)[O-])c1	14	19*	0.2	10
CCc1cccc(NC(=O)C2CCCN(S(=O)(=O)c3c(C)[nH]c(=O)[nH]c3=O)C2)c1 (stereo unspecified)	8	0.0	-0.1	10
CCN(CC)C(=O)C1=C(C)NC(=O)NC1c1ccc(C(=O)OC)cc1 (stereo unspecified)	4	0.2	-0.1	4
O=C(NCc1c(F)cccc1F)c1cc(-c2cccs2)[nH]n1	14	-0.5	0.6	-62
CC(NC(=O)C(C)N1C(=O)c2ccccc2C1=O)c1ccccc1 (stereo unspecified)	-9	1.3	-0.2	0
Cc1cccc(NC(=O)OC2CCCCC2)c1C	-1	3.4	0.1	-30
COc1ccc(C2CC(=O)C3=C(C2)NC(=O)CC3c2ccccc2C(F)(F)F)cc1OC (stereo unspecified)	7	0.6	0.0	11
CCOc1ccc(C(=O)N2CCC(c3nc4ccccc4[nH]3)CC2)cc1OCC	24	-1.3	0.1	-1
NC(=O)/C(=C/c1ccc2c(c1)OCO2)NC(=O)c1ccc(Br)cc1	3	2.1	0.0	3
COc1ccc(C2C(=O)N(C3CCCCCC3)CC(=O)N2CC2COc3ccccc3O2)cc1 (stereo unspecified)	9	0.5	-0.4	-3
CCNC(=O)Nc1ccc(S(=O)(=O)Nc2cnc(C)nc2C)cc1	14	-0.5	0.2	9
NS(=O)(=O)c1ccc(CCNC(=O)CSc2nc3ccsc3c(=O)n2CC2CCC(C(=O)O)CC2)cc1 (stereo unspecified)	3	2.8	0.0	5
CCOC(=O)c1ccc(-c2ccc(/C=C3/C(=O)NC(=O)N(Cc4ccco4)C3=O)o2)cc1	34	-1.0	-0.3	-61
CCOc1ccccc1C1C(C(=O)OCc2ccc(OC)cc2)=C(C)NC2=C1C(=O)CC(C)(C)C2 (stereo unspecified)	-8	0.6	0.2	-9
COc1ccccc1NC(=O)c1cc(S(=O)(=O)N2CCN(c3ccccc3)CC2)ccc1F	0	1.4	-0.1	8
O=C(Nc1cccc(Cl)c1)c1ccc2c(=O)n3c(nc2c1)CCCCC3	-9	-0.6	0.0	-4
NC(=O)c1nnn(-c2nonc2N)c1-c1ccc([N+](=O)[O-])cc1	22	2.7	0.2	6
O=[N+]([O-])c1ccccc1CSc1nnc2ccccn12	-3	0.0	0.1	-46
CCOc1ccc2nc(N(Cc3ccccn3)C(=O)c3ccno3)sc2c1	9	-2.0	-0.1	-39
Cc1ccc(CN(C)c2nc(-c3cccnc3)nc3sc4c(c23)CCC4)o1	2	0.6	-0.2	-8
c1ccc(CNc2ccnc(N3CCN(c4ccccn4)CC3)n2)cc1	9	-0.2	0.0	-2
O=C(NC12CC3CC(CC(C3)C1)C2)C1CCN(c2cnccn2)CC1	-24	-0.2	0.9	-5
COc1ccccc1CCc1nnc(CCC(=O)NCCCCCN2CCOCC2)o1	8	-2.0	0.8	9
Cc1ccccc1NC(=S)NCc1cccn1C	8	1.4	0.0	2
CC1CCCCC12NC(=O)N(Cc1ccc(C#N)cc1)C2=O (stereo unspecified)	13	-0.9	0.2	-3
COc1cccc2c1NC(C)(C)CC2C (stereo unspecified)	8	0.7	0.1	5
O=C(Nc1nncs1)Nc1cccc2ccccc12	13	-0.1	0.1	-4
CC1(C)CC(=O)C=C(NNC(=O)c2ccccc2[N+](=O)[O-])C1	1	0.4	0.3	3
c1ccc2c(c1)Cn1nc(-c3c[nH]c4ccccc34)nc1-2	3	-9.7	0.1	77*
CC(C)(C)c1ccc(C(=O)Nc2c3c(nn2-c2ccccc2)CSC3)cc1	11	0.1	0.1	15

# 2 entries from above, with each value named:
CC1(C)CC(=O)C=C(NNC(=O)c2ccccc2[N+](=O)[O-])C1
  MITF inh = 1 | GPR151 ag = 0.4 | FBW7 activator = 0.3 | TEAD-YAP inh = 3

CC(C)(C)c1ccc(C(=O)Nc2c3c(nn2-c2ccccc2)CSC3)cc1
  MITF inh = 11 | GPR151 ag = 0.1 | FBW7 activator = 0.1 | TEAD-YAP inh = 15

# (list continues)
SMILES	MITF inh	GPR151 ag	FBW7 activator	TEAD-YAP inh
O=C1CSC(c2cccc(Oc3ccccc3)c2)N1c1ccc(Oc2ccccc2)cc1 (stereo unspecified)	6	-0.7	0.3	8
Cc1cc(C)n2cc(CSc3ncnc4sc(C)c(C)c34)nc2n1	-5	-1.0	0.1	1
Cc1ccoc1C(=O)N1CCN(c2ccc([N+](=O)[O-])cc2)CC1	3	0.0	-0.1	5
Cc1c(Cl)cccc1NC(=S)NC(=O)c1ccc(F)cc1	-13	0.7	0.4	-10
COc1ccc(S(=O)(=O)Nc2ccc(Br)c3cccnc23)cc1OC	3	-0.1	-0.5	27
CC(C)CN1C(=O)c2ccc(Oc3ccc([N+](=O)[O-])cc3)cc2C1=O	8	-0.8	-0.1	-7
O=C(OCc1cc([N+](=O)[O-])cc2c1OCOC2)c1ccc(I)cc1	-12	0.4	0.0	-4
CCc1ccc(-n2c(=S)sc3c(=O)n(-c4ccc(F)cc4)c(SCC4OCCO4)nc32)cc1	-1	1.3	-0.1	-8
CCN(CC)c1nc(Nc2ccc(NC(C)=O)cc2)nc(N2CCN(Cc3ccc4c(c3)OCO4)CC2)n1	16	-1.5	0.1	8
CCC1CN(CC(=O)NC(C)c2c(C)nn(C)c2C)Cc2cc(OC)ccc2O1 (stereo unspecified)	0	0.3	-0.1	2
O=C(NNC(=S)NC1CCCCC1)c1ccc(Br)o1	-31	1.7	-0.2	-15
CC(C)(C)NC(=O)CCN1C(=O)/C(=C/c2cccs2)SC1=S	-5	2.3	-0.2	-37
COc1ccc(C(=O)NCCCOC(C)C)c(OC)c1	9	0.1	0.1	-7
Cc1ccc2nc(NCCCNC(=O)C3CC3)c(C#N)cc2c1	8	-0.6	0.1	0
CCc1nn(CCC(N)=O)c(=O)c2cc3sccc3n12	14	-0.3	0.0	-5
O=C(O)c1ccc(N2C(=O)C3C4c5ccccc5C(CO)(c5ccccc54)C3C2=O)cc1 (stereo unspecified)	-6	0.8	0.0	-10
CN1CCN(C(=S)Nc2ccc(Cl)c(Cl)c2)CC1	-13	-1.2	-0.1	9
COc1ccc(OC)c(/C=C2/SC(=Nc3ccccc3)NC2=O)c1	1	-0.6	0.2	5
O=C(CCCn1cc([N+](=O)[O-])cn1)Nc1nccs1	-1	0.1	-0.3	7
CCC1CCCCN1C(=O)c1sc2ncn(CC(=O)Nc3ccccc3OC)c(=O)c2c1C (stereo unspecified)	6	-0.6	0.0	5
CCN(C(=O)CN1C(=S)NC(C)(C)CC1C)c1ccc(C)c(C)c1 (stereo unspecified)	7	-1.4	0.1	10
COC(=O)c1ccc(NC(=O)Cc2cccc3ccccc23)cc1	-4	0.0	-0.1	-7
COCCCN1C(=O)C(=O)/C(=C(/O)c2ccc(C)c(F)c2)C12C(=O)N(C)c1ccccc12 (stereo unspecified)	21	-0.2	0.0	2
O=c1[nH]c(COc2ccccc2)nc2ccccc12	-2	1.1	-0.4	-8
CCc1ccc(OCCOCCN2CCN(C)CC2)cc1	40	1.1	0.1	13
CC1CCc2c(sc(NC(=O)c3cccnc3)c2C(=O)Nc2cccc(Cl)c2)C1 (stereo unspecified)	-43	-0.6	0.1	-1
COc1cccc(OCCNS(=O)(=O)c2cccc([N+](=O)[O-])c2)c1	20	-0.8	0.0	-8
Cc1ccc(N2C(=O)C3C4c5ccccc5C(CO)(c5ccccc54)C3C2=O)cc1 (stereo unspecified)	-3	-0.9	0.0	8
CC(C)(C)c1csc(NC(=O)c2ccc(S(=O)(=O)N3CCOCC3)cc2)n1	17	2.3	0.1	36*
CN(C)CCN1C(=O)C(=O)/C(=C(\O)c2ccc(S(=O)(=O)N3CCOCC3)cc2)C1c1ccc(Cl)cc1 (stereo unspecified)	-11	-0.2	-0.1	-3
CCOc1ccc(CN2CCN(Cc3ccc(F)c(OC)c3)CC2CCO)cc1 (stereo unspecified)	-5	0.5	0.1	5
CC12CN3CC(C)(CN(C1)C3c1ccccc1Br)C2 (stereo unspecified)	12	-0.8	1.8	9
CC(C)(NC(=O)c1cccs1)C(=O)N1CCN(c2ccccc2)CC1	-14	4.2	-0.1	-6
NC(=O)c1ccsc1NC(=O)c1cc(=O)c2ccccc2o1	5	-2.7	-0.1	-50
CCCCNC1CCCN(c2nc(C)c3cc(F)ccc3n2)CC1 (stereo unspecified)	4	0.6	0.2	-3
COc1ccccc1CNC(=O)CCCn1c2ccccc2c2cn[nH]c(=O)c21	-8	1.4	-0.1	-6
CSCCOC(=O)C1=C(C)NC(=O)NC1c1ccc(O)cc1 (stereo unspecified)	-9	-1.0	-0.3	-3
CC(=O)Nc1ccc(S(=O)(=O)N2CCN(c3c(Cl)cccc3[N+](=O)[O-])CC2)cc1	8	3.2	-0.1	-8
COc1ccc(Cl)cc1NC(=O)C(=O)NCCCO	3	1.0	0.0	2
N/C(Cc1ccc([N+](=O)[O-])cc1)=N\OC(=O)COc1ccccc1Cl	23	-0.3	0.5	12
O=C(NCc1cccnc1)c1ccc2nc(Nc3nccc4ccccc34)sc2c1	0	2.7	0.1	-49
CCOc1ccc(OCC(=O)Nc2ccc(OC)cc2)cc1	-3	3.5	-0.1	-3
Cc1ccc(NC(=O)c2nnn(CC(=O)Nc3ccccc3C)c2N)cc1	-7	-1.2	0.0	0
COc1ccc(-n2nnc3c(=O)n(Cc4ccccc4C)cnc32)cc1	4	1.4	0.1	0
CC(C)=NNC(=O)c1cccc([N+](=O)[O-])c1	1	-0.7	-0.2	4
CCOC(=O)N1CCN(C(=O)CCCc2c[nH]c3ccccc23)CC1	-7	0.0	-0.1	3
CC(C)COc1ccc(-c2nn(-c3ccccc3)cc2C2SCC(=O)N2Cc2ccccc2)cc1 (stereo unspecified)	4	1.0	0.0	8
COc1ccc(C[C@@H]2NC(=O)[C@H]3CN(Cc4cccc(Cl)c4)CCN3C2=O)cc1	1	-0.4	-0.2	4
Cc1ccc(/C=N\Nc2nc(N3CCCCC3)nc(N3CCCCC3)n2)o1	6	0.2	0.1	4

# Screening results as filed in PubChem BioAssay.
